Tb PYK inh = inhibitors of Trypanosoma brucei pyruvate kinase. Q57TT1. TbPYK enzyme, Kinase-Glo Plus ATP luminescence, 45 min. Potency, µM (highest dose often 76.8 µM), for inactives: at the top dose activity, negative = inhibition, hits mostly inhibitors. 410,000 compounds, 0.12% hits. AID 624173; note: potency is the fitted concentration of half-maximal effect; % is set by controls: 0 for no effect and ±100 for the full control effect; nearly all actives have a fitted effect of over 50% in size
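Activity of T. brucei pyruvate kinase was followed by Kinase-Glo Plus luminescence after the enzyme reacted 45 min at room temperature with 130 uM ADP (final) and substrate. Test compounds were added before ADP at multiple concentrations.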
Shiga toxin inh = inhibitors of Shiga toxin in Vero cells; Vero cells, Shiga toxin protein synthesis inhibition reporter; inhibition, % at 38.7 µM; 290,000 compounds, 9.2% hits; AID 2315; in the data active = inhibition mostly above about 28%, no sharp cut-off; inactive = mostly below about 43%; note: 0% is about no effect
Pf growth 48h = inhibits P. falciparum growth in the first generation, 48 h; P. falciparum luciferase growth in erythrocytes, 48 h; 310,000 compounds, 5.9% hits; AID 504832; Potency, µM (highest dose often 28.7 µM), without a hit: top-dose activity change, negative = inhibition, actives largely listed as inhibitors; note: potency is the fitted concentration of half-maximal effect; % is set by controls: 0 for no effect and ±100 for the full control effect
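Parasite viability was followed by luminescence of a genomically integrated firefly luciferase. Cultures held 0.1% parasitemia at 2% hematocrit (final), incubated under 5% CO2 at 37 C.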
Cycloheximide cs = counter-screen for Shiga toxin inhibitors: cycloheximide protein synthesis inhibition; cell reporter, cycloheximide protein synthesis inhibition counterscreen; max response, %; 300,000 compounds, 12% hits; AID 2314; in the data active = max response mostly above about 13%, no sharp cut-off; inactive = mostly below about 14%; note: read at 38.3 µM for the half of the compounds with a filed dose; 0% is about no effect
LmPK inhibitor = blocks Leishmania mexicana pyruvate kinase activity. Q27686. purified LmPK, Kinase-Glo ATP luminescence, 1 h. Potency, µM (highest dose often 57.5 µM), for the others: at the highest dose activity change, negative = inhibition, usual class: inhibitors. 290,000 compounds, 0.37% hits. AID 1721; note: potency is the fitted concentration of half-maximal effect; % is set by controls: 0 for no effect and ±100 for the full control effect
Target sequence (Q27686 whole entry, looked up): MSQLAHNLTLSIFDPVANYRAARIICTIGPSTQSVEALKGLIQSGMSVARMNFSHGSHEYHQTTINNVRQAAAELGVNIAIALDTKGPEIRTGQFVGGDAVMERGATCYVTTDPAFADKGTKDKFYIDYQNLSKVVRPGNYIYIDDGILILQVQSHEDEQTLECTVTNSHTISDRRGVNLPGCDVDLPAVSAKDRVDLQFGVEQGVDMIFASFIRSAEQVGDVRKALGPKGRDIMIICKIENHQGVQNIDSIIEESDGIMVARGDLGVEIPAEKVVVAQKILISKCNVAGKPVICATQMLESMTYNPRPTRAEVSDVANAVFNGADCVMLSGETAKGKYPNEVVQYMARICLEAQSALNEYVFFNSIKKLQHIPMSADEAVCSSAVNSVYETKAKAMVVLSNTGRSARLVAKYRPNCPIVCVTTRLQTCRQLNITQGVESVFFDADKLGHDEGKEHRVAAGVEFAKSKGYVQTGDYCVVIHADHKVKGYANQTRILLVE
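Purified LmPK (0.1 nM) converted ADP (0.1 mM) to ATP with PEP (0.5 mM) in imidazole buffer pH 7.2 with KCl and MgCl2, 1 h at room temperature. ATP was read by Kinase-Glo luminescence; data normalized to uninhibited and no-enzyme controls.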
Pf growth 96h = P. falciparum growth inhibition at 96 hours; Potency, µM (titrated, usually from 28.7 µM), inactives show top-dose activity change, negative = inhibition, usual class: inhibitors; P. falciparum luciferase reporter growth, 96 h; 320,000 compounds, 6.9% hits; note: potency is the fitted concentration of half-maximal effect; % is set by controls: 0 for no effect and ±100 for the full control effect
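96 h incubation, 37 C, 5% CO2, of luciferase-reporter P. falciparum-infected RBCs (2% hematocrit, 0.05% parasitemia final) with test compounds; endpoint luminescence.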
HCV inhibitor = HCV inhibition; Huh7.5.1 HCVcc-Cre infection, luciferase reporter, 44 h; Potency, µM (highest dose often 41.8 µM), for inactives: top-dose activity change, negative = inhibition, most hits filed as inhibitors; 340,000 compounds, 3.4% hits; AID 651820; note: potency is the fitted concentration of half-maximal effect; % is set by controls: 0 for no effect and ±100 for the full control effect
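After 44 h co-culture of compound, cells and HCVcc-Cre (~0.5 moi), substrate is added for 15 min at room temperature and luciferase measured over 15 sec. Cells were seeded at 1,000/well and pre-cultured 4 h.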
Numbers without * were called inactive; ? = inconclusive; . = no result given; [ ] = dose if it differs, or a comment. Unless noted, calls come from the whole dose curve; as a rule, active = well fitted curve in the direction sought with a large enough effect; inconclusive = small, poorly fitted or top-dose-only effect, or another doubt; inactive = no such curve, though single readings can be large; an effect the other way counts as inactive or inconclusive.

SMILES	Tb PYK inh	Shiga toxin inh	Pf growth 48h	Cycloheximide cs	LmPK inhibitor	Pf growth 96h	HCV inhibitor
CC1(C)Cc2ccccc2C(C(Cc2ccccc2)C(N)=O)=N1 (stereo unspecified)	-2%	16	-18%	-4	0%	13%	4%
N#Cc1ccc(CN2CCN(C(=O)CCNS(=O)(=O)c3ccc(F)c(Cl)c3)CC2)cc1	4%	.	-22%	.	.	?	?
O=C(O)CCn1c(SCCOc2ccccc2)nc2ccccc21	-7%	.	17%	14*	-4%	12µM*	18%
O=C(Nc1nccs1)c1csc2c1CCCC2	-3%	88*	61%[activator]	36*	-2%	?	-14%
COc1cccc(/C=N/NC(=O)c2c(-c3ccccc3)noc2C)c1	5%	25	-20%	3	0%	?	-5%
O=C(NCc1ccc2c(c1)OCO2)C(=O)NCC1CCCO1 (stereo unspecified)	-2%	-6	3%	-4	-2%	30%[activator]	5%
Cc1nn(C(C)C(=O)NCc2ccccc2F)c(=O)c2nn(-c3ccccc3)c(C)c12 (stereo unspecified)	-7%	19	13%	-2	-1%	-6%	-5%
COc1ccc(-c2noc(CCCC(=O)NC3CCCC3)n2)cc1OC	-8%	-6	-19%	3	-4%	?	?
Cc1cc(=S)cc(C)n1CCCO	.	6	4%	-1	2%	2%	11%
O=C(NCc1ccccc1)C(c1ccco1)N(C(=O)c1csnn1)c1ccccc1 (stereo unspecified)	-7%	-5	-8%	-2	8%	2%	-1%
CCN(CC)S(=O)(=O)c1cccc2c(N(C)C)cccc12	-3%	-8	?	-4	-3%	?	-14%
CC(CCc1ccccc1)NC(=O)COC(=O)c1ccccc1O (stereo unspecified)	-2%	25	7%	6	6%	-12%	-7%
O=C(N[C@@H](Cc1ccc(O)cc1)C(=O)O)C(c1ccccc1)c1ccccc1	4%	-10	48%[activator]	-2	-6%	0%	9%
CC[C@]1(c2cccc(O)c2)CCCCN(C)C1	-8%[33.2 µM]	.	5%[12.8 µM]	.	.	-2%[12.8 µM]	.
CN(C)c1ccc(C(=O)N2CCNC(=O)C2CC(=O)Nc2ccc(F)cc2)cc1 (stereo unspecified)	-15%	-6	19%	-1	-3%	11%	5%
COc1ccc(CCN(C)C(=O)CSc2ncnc3sccc23)cc1OC	1%	-7	-20%	12	2%	?	-10%
O=c1cc(-c2ccccc2F)nc(-c2ccccc2F)o1	6%	-14	10%	-1	1%	20%	7%
Cc1ccccc1NS(=O)(=O)c1ccc2[nH]cc(C(=O)N3CCCCC3)c(=O)c2c1	-5%	.	?	.	.	7%	.
CCCc1ccc2oc(C(=O)N(Cc3nccn3C)C(C)C)c(C)c2c1	-7%	35*	?	21*	9%	-4%	?
COc1cc(C=O)ccc1OCCOc1ccccc1[N+](=O)[O-]	-4%	85*	18%	28*	4%	14%	11%
Cc1cc(C(=O)NCC2CCCO2)n(-c2ccccc2)n1 (stereo unspecified)	4%	50	.	3	1%	?	4%
Cc1ccc(N2CCN(C(=O)N3CCOCC3)CC2)cc1C	-1%	-2	0%	-2	-2%	1%	16%
Cc1nc2sc(C(c3ccc(Cl)cc3)N3CCN(CCO)CC3)c(O)n2n1 (stereo unspecified)	-1%	-2	3%	-3	3%	?	3%
Cc1ccc(N2C(=O)Nc3cc(Cl)c(Cl)cc3N2O)cc1Cl	1%	-15	?	-3	0%[11.5 µM]	27%	-7%
Cc1ccc(Nc2ccc(NCc3ccccc3)nn2)cc1C	-3%	68*	?	33*	-5%	?	?
C=CCn1c(SCC(=O)NCCc2ccccc2)nc2c([nH]c3ccccc32)c1=O	0%	22	33%[activator]	-2	-4%	1%	?
CC1CCc2c(C(=O)N3CCN(S(=O)(=O)c4cccs4)CC3)csc2C1 (stereo unspecified)	3%	14	?	2	4%	?	?
O=C(COC(=O)c1ccc(O)cc1)NCC1COc2ccccc2O1 (stereo unspecified)	2%	.	-11%	.	.	?	-4%
CCOc1ccc2nc(SCC(=O)NCc3ccccc3OC)[nH]c2c1	-11%	-4	-14%	1	5%	?	-11%
Cc1cc(NC(=O)CN2CCOCC2)n(-c2ccccc2)n1	1%	-2	11%	-2	0%	-25%	14%
O=C(c1ccco1)N1CCN(Cc2nc(-c3cccs3)no2)CC1	-8%	35*	44%[activator]	11*	2%	0%	2%
CCCC(=O)NC(Nc1ccc(S(=O)(=O)Nc2cc(C)on2)cc1)(C(=O)OCC)C(F)(F)F (stereo unspecified)	2%	-9	10%	-1	2%	?	20%
O=C(NCc1cn(-c2ccccc2)nc1-c1ccccc1)c1ccc([N+](=O)[O-])cc1	-5%	-3	-9%	24	0%	?	11%
O=C(Nc1cccc(Br)c1)c1ccccc1-c1ccccc1	3%	-11	-17%	0	-2%	?	-3%
CC(C)(C)c1ccc(C(=O)CSc2n[nH]c(=O)[nH]c2=O)cc1	-20%	3	.	-1	-20%	-27%	30%[activator]
C=CCn1c2ccccc2c2nn(C)c(=S)nc21	-12%	-9	10%	-1	-8%	11%	-14%
Cc1ccc(N(CC(=O)N2CCOCC2)S(C)(=O)=O)cc1Cl	0%	-10	4%	2	-2%	?	19%
O=C(NC1CCCCC1)N1CCCCCCC1	4%	50	31%	2	1%	12%	6%
c1ccc2c(c1)OCCc1c-2[nH]c2ccccc12	-2%	21	9%	14*	1%	?	-17%
N#Cc1ccccc1OCC(=O)OCC(=O)NC1CCS(=O)(=O)C1 (stereo unspecified)	-2%	.	-7%	.	.	5%	9%
S=c1[nH]nc(-c2cc(-c3ccco3)[nH]n2)n1-c1ccccc1Cl	?	7	0%	3	21%	-19%	-14%
CC(OC(=O)CN(C)S(=O)(=O)c1ccc(Cl)cc1)C(=O)Nc1ccc(N2CCOCC2)cc1 (stereo unspecified)	-5%	4	.	-1	16%	24%	?
CCOC(=O)Cn1c(=O)n(CC(=O)OCC)c2ccccc21	-4%	12	12%	-2	-2%	.	16%
O=C(N/N=C/c1cccc(O)c1)c1cc(C2CC2)nc2ccccc12	11%	20	-7%	12	2%	34%	-24%
Cc1ccc(S(=O)(=O)N2CCC(=O)N(CCOC(=O)Nc3ccccc3C)CC2)cc1	-6%	-26	-4%	-4	7%	?	-1%
CCC(C)NC(=O)C1CCC(CNS(=O)(=O)c2ccc3c(c2)CC(C)N3C(=O)C2CC2)CC1 (stereo unspecified)	0%	-9	-24%	0	-14%	?	-4%
O=c1c2ccccc2nc2n1C(CSCc1ccc(Cl)cc1)CS2 (stereo unspecified)	-18%	-11	?	-1	0%	?	10µM*
CCOc1ccc(NC(=O)CN(C)C(=O)CCN2C(=O)C3CC=CCC3C2=O)cc1OCC (stereo unspecified)	7%	.	-19%	.	.	?	-6%
CCn1nc(C)c(CN2CCC(Oc3ccc(C(=O)N4CCCC4)cc3)CC2)c1C	5%	-2	6%	-2	0%	?	?
COc1ccc(C2C3=C(CC(C)(C)CC3=O)Oc3ncn(Cc4ccccc4)c(=N)c32)cc1 (stereo unspecified)	-3%	-12	.	-6	6%	13µM*	?
COc1cc2cc(CCOC(=O)c3ccc(C#N)cc3)oc(=O)c2cc1OC	-1%	.	6%	.	.	?	17%
C/C(=N\N(C)C)C1=C(O)c2ccccc2C1=O	-7%	89*	77%[activator]	29*	-4%	112%[activator]	11%
CC(C)(C)OC(=O)N1CCC(c2c(C(=O)NCC3CCN(C4CCCC4)C3)cnn2-c2ccccc2)CC1 (stereo unspecified)	-4%	1	3.7µM*	-4	0%	8%	6%
Cc1ccc(F)c(NC(=O)C2CCCCC2C(=O)O)c1 (stereo unspecified)	14%	-14	37%[activator]	0	-1%	-8%	32%[activator]
Cc1cccc(C(=O)Oc2c(Br)cc(Br)cc2/C=N/NC(=O)c2ccncc2)c1	-2%	-17	10%	-9	-2%	19%	0%

An excerpt of these results, in CSV form.
molecule,Tb PYK inh,Shiga toxin inh,Pf growth 48h,Cycloheximide cs,LmPK inhibitor,Pf growth 96h,HCV inhibitor
Cc1ccc(N(CC(=O)N2CCOCC2)S(C)(=O)=O)cc1Cl,0%,-10,4%,2,-2%,?,19%
O=C(NC1CCCCC1)N1CCCCCCC1,4%,50,31%,2,1%,12%,6%
c1ccc2c(c1)OCCc1c-2[nH]c2ccccc12,-2%,21,9%,14*,1%,?,-17%
N#Cc1ccccc1OCC(=O)OCC(=O)NC1CCS(=O)(=O)C1 (stereo unspecified),-2%,.,-7%,.,.,5%,9%
S=c1[nH]nc(-c2cc(-c3ccco3)[nH]n2)n1-c1ccccc1Cl,?,7,0%,3,21%,-19%,-14%
CC(OC(=O)CN(C)S(=O)(=O)c1ccc(Cl)cc1)C(=O)Nc1ccc(N2CCOCC2)cc1 (stereo unspecified),-5%,4,.,-1,16%,24%,?
CCOC(=O)Cn1c(=O)n(CC(=O)OCC)c2ccccc21,-4%,12,12%,-2,-2%,.,16%
O=C(N/N=C/c1cccc(O)c1)c1cc(C2CC2)nc2ccccc12,11%,20,-7%,12,2%,34%,-24%
Cc1ccc(S(=O)(=O)N2CCC(=O)N(CCOC(=O)Nc3ccccc3C)CC2)cc1,-6%,-26,-4%,-4,7%,?,-1%
CCC(C)NC(=O)C1CCC(CNS(=O)(=O)c2ccc3c(c2)CC(C)N3C(=O)C2CC2)CC1 (stereo unspecified),0%,-9,-24%,0,-14%,?,-4%
O=c1c2ccccc2nc2n1C(CSCc1ccc(Cl)cc1)CS2 (stereo unspecified),-18%,-11,?,-1,0%,?,10µM*
CCOc1ccc(NC(=O)CN(C)C(=O)CCN2C(=O)C3CC=CCC3C2=O)cc1OCC (stereo unspecified),7%,.,-19%,.,.,?,-6%
CCn1nc(C)c(CN2CCC(Oc3ccc(C(=O)N4CCCC4)cc3)CC2)c1C,5%,-2,6%,-2,0%,?,?
COc1ccc(C2C3=C(CC(C)(C)CC3=O)Oc3ncn(Cc4ccccc4)c(=N)c32)cc1 (stereo unspecified),-3%,-12,.,-6,6%,13µM*,?
COc1cc2cc(CCOC(=O)c3ccc(C#N)cc3)oc(=O)c2cc1OC,-1%,.,6%,.,.,?,17%
C/C(=N\N(C)C)C1=C(O)c2ccccc2C1=O,-7%,89*,77%[activator],29*,-4%,112%[activator],11%

Compound activity deposited in PubChem BioAssay by National Center for Advancing Translational Sciences (NCATS).

Outcome played no part in choosing rows; overall some 24% were active at least once.
